p53ts 39C tox: cytotoxicity in p53ts cells at nonpermissive temperature | Potency, µM (highest dose often 46.1 µM), inactives show top-dose activity change, negative = cell killing, usual class: cytotoxic | AID 902 | H1299-p53A138V viability at 39C, ATP luminescence, 24 h | hit rate 1.5% among 130,000; note: nearly all actives have a fitted effect of over 55% in size
Imprint erasure: genomic imprint erasure induction; mouse ES Peg3-LacZ reporter, beta-gal luminescence, 40 h; Potency, µM (series often up to 60.7 µM), inactives show at the highest dose activity change, positive = activation, usual class: activators; hit rate 0.02% among 110,000;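 note: 0% = negative control wells on the plate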
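Each well holds 300 Peg3LacZ-Neo (maternal) female ES cells incubated 40 h at 37C, 5% CO2. LacZ is measured by BetaGlo luminescence, with AC50 and maximum efficacy derived from dose-response curves.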
p53ts 32C tox: p53ts cell cytotoxicity, permissive temperature. AID 924. H1299-p53A138V at 32C, ATP luminescence viability, 24 h. hit rate 0.93% among 130,000. Potency, µM (doses to about 46.1 µM), inactives show at the top dose activity change, negative = cytotoxicity, most hits filed as cytotoxic;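 note: 0% = DMSO and -100% = full killing by reference compound; nearly all actives have a fitted effect of over 55% in size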
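ATP-content luminescence (ATPlite) read-out after 24 h compound exposure at 32C in H1299-p53A138V cells (600/well). Tested up to 46 uM. Normalized to DMSO (0%) and 100 uM tamoxifen (100% killing); Hill-fit AC50.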
IkB sig inh: suppresses IkB signaling in ABC-DLBCL reporter cells. ABC-DLBCL IkBa-CBG/CBR dual luciferase ratio, 4 h; response scale: scaled: untreated 0%, proteasome inhibitor 100%. Potency, µM (doses to about 57.1 µM), for the others: at the highest dose IkBa stabilization activation. hit rate 0.04% among 110,000; active = well fitted curve in the direction sought with a large enough effect in the signal ratio, not every such curve was filed as active; inconclusive = small, poorly fitted or top-dose-only effect, or a change in a side signal; the % refers to the signal ratio;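 note: the direction sought is a rising ratio; 0% = basal untreated cells and 100% = reference inhibitor full response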
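In this assay, an IκBα–CBG68 fusion accumulates when IKK-driven degradation is blocked; native CBR normalizes for cell number. OCI-Ly3 cells were treated 4 h with compound and doxycycline, then green and red light read after Chroma-Glo addition.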
Active calls of the source: *; u = inconclusive; x = not tested or not shown; [ ] = another dose, or the depositor's remark. Unless noted, calls come from the whole dose curve; as a rule, active = well fitted curve in the direction sought with a large enough effect; inconclusive = small, poorly fitted or top-dose-only effect, or another doubt; inactive = no such curve, though single readings can be large; an effect the other way counts as inactive or inconclusive. Unless noted, % is set by controls: 0 for no effect and ±100 for the full control effect; potency is the fitted concentration of half-maximal effect.

#	SMILES	IkB sig inh	p53ts 39C tox	Imprint erasure	p53ts 32C tox
1	Cc1cc(C(F)(F)F)nc(SCC(=O)Nc2cc(C)on2)n1	0.3%	1%	-2%	-2%
2	CCOC(=O)c1sc(NC(=O)CCn2nnc3ccccc32)c(C(=O)OCC)c1C	-4.0%	3%	-4%	u
3	COc1ccccc1CN1C(=O)C(=O)c2cccc(C)c21	-0.5%	-6%	-6%[10.9 µM]	4%
4	Cc1cc2nn(-c3ccc(F)cc3)nc2cc1NC(=O)c1cc(Cl)ccc1Cl	-3.5%	22%	-4%[10.9 µM]	-6%
5	Cc1ccc(NC(=O)NC2CCCCC2)cc1Cl	-0.8%	-17%	-17%	-7%
6	CS(=O)(=O)N1CCc2cc(-c3csc(NCC4CCCO4)n3)ccc21 (configuration not stated)	-0.5%	-7%	-11%	3%
7	COCCN1C(=O)c2oc3cc(C)c(C)cc3c(=O)c2C1c1ccc(O)cc1 (configuration not stated)	-0.5%	-2%	-7%	-2%
8	COc1ccc2nc(N(Cc3cccnc3)C(C)=O)sc2c1	-4.6%	-18%	8%[10.9 µM]	-1%
9	COC(=O)c1ccc(NCC(=O)c2ccccc2)cc1	u	-17%	-35%[inhibitor]	-6%
10	CCCCCCN(C(=O)CCCCCN1C(=O)NC(c2ccc(Cl)cc2)C(C(=O)OCc2ccccc2)=C1C)C(C(=O)NCCCC)c1ccc(OCC(=O)OC)c(C(=O)OC)c1 (configuration not stated)	x	28%	-14%	15%
11	CC(=O)NC1(c2cccc(F)c2)CCN(C(=O)Nc2ccc(C#N)cc2)CC1	0.9%	-8%	-5%	8%
12	COCC(=O)N1CCC2(CCCN(Cc3nccs3)C2)CC1	-0.6%[11.4 µM]	12%	x	-8%
13	Cc1ccccc1CNC(=O)Cc1ccc(NC(=O)N2CCCCc3ccccc32)cc1	u	-13%	-9%[10.9 µM]	-5%
14	Nc1nc(N)nc(CC(=O)O)n1	1.3%[11.4 µM]	7%[9.22 µM]	-9%[10.9 µM]	0%[9.22 µM]
15	Cc1cc(NC(=O)CSc2nnc(C3CC3)n2N)no1	-1.2%	-5%	-4%	2%
16	COc1cc(Cl)c(C)cc1NC(=O)CC1Oc2ccccc2NC1=O (configuration not stated)	u	u	-7%[10.9 µM]	-4%
17	Cc1ccccc1CSc1ncc(C#N)c(N)n1	0.3%	-14%	-18%	-9%
18	CC(COc1cccc2ccccc12)CN1CCN(C)CC1 (configuration not stated)	-0.4%	-17%	-17%	-7%
19	O=C(CCNS(=O)(=O)c1cccc2nsnc12)NCc1ccccc1	-0.1%	11%	-11%[10.9 µM]	1%
20	CCCSCCCNC(=O)CN1C(=O)CCn2nc(-c3cn(C)c4ccccc34)cc21	u	-5%	-10%[10.9 µM]	-1%
21	CCCCCn1c(CNC(=O)c2ccccc2)nc2ccccc21	u	28%	-7%[10.9 µM]	0%
22	O=C(/C=N/O)NCCCCNC(=O)/C=N/O	x	13%[9.22 µM]	x	6%[9.22 µM]
23	Cc1ccc(Cn2cc(S(=O)(=O)c3ccc(Cl)cc3)c(=O)c3cc4c(cc32)OCO4)cc1	0.1%	-12%	-8%[10.9 µM]	8%
24	COC(=O)c1ccccc1NS(=O)(=O)c1ccc(O)c(C(=O)O)c1	3.1%	1%	-8%	0%
25	CC(C)c1nnc(NC(=O)C2CCCN2S(=O)(=O)c2ccc(Cl)cc2)s1 (configuration not stated)	0.1%	15%	2%	4%
26	CCOc1ccccc1Nc1nc(-c2cccc(Cl)c2)c2c(n1)-c1ccccc1OC2	u	13µM*	-13%[10.9 µM]	u
27	CC(C)c1nn2c(=O)cc(COC(=O)c3cccc(NC(=O)c4cccs4)c3)nc2s1	u	17%	-5%[10.9 µM]	6%
28	Cc1ccc(NC(=O)Cn2c(-c3ccc4c(c3)OCO4)cn(-c3ccccc3)c2=O)cc1C	3.9%	-5%	11%[10.9 µM]	3%
29	O=C(O)Cn1nc(N2CCN(c3ccccc3)CC2)ccc1=O	1.9%	26%	-9%[10.9 µM]	6%
30	COc1cccc(-c2nc(NCc3ccccc3)c3ccccc3n2)c1	7.3%[11.4 µM]	-9%	-16%	5%

Arranged by formula weight (rising): some entries from above.
#	SMILES	IkB sig inh	p53ts 39C tox	Imprint erasure	p53ts 32C tox
14	Nc1nc(N)nc(CC(=O)O)n1	1.3%[11.4 µM]	7%[9.22 µM]	-9%[10.9 µM]	0%[9.22 µM]
18	CC(COc1cccc2ccccc12)CN1CCN(C)CC1 (configuration not stated)	-0.4%	-17%	-17%	-7%
12	COCC(=O)N1CCC2(CCCN(Cc3nccs3)C2)CC1	-0.6%[11.4 µM]	12%	x	-8%
13	Cc1ccccc1CNC(=O)Cc1ccc(NC(=O)N2CCCCc3ccccc32)cc1	u	-13%	-9%[10.9 µM]	-5%

Other entries.
#	SMILES	IkB sig inh	p53ts 39C tox	Imprint erasure	p53ts 32C tox
31	COc1cc2[nH]c3c(N4CCC(C(N)=O)CC4)ncnc3c2cc1OC	-3.4%	-10%	11%	1%
32	CCOC(=S)N/C(=N\S(=O)(=O)c1ccccc1)c1ccccc1	x	-4%	x	7%
33	COc1ccc(-c2nc3sc(CCNC(=O)Cc4ccccc4)c(C)n3n2)cc1	4.0%	3%	-9%[10.9 µM]	-2%
34	CCCNC(=O)c1c(N)n(-c2cccc(OC)c2)c2nc3ccccc3nc12	u	4%	-16%	17%
35	COc1cccc(N2C(=O)C3CCCN3C2c2ccc(N(C)C)cc2)c1 (configuration not stated)	-0.9%	3%	-8%	1%
36	CC1(C)CC(=O)C2=C(C1)OC(N)=C(C#N)C2Cc1ccccc1 (configuration not stated)	-0.4%	0%	-11%	-5%
37	CC1CCC(C(C)C)C(OC(=O)COC(=O)c2ccc(=O)[nH]c2)C1 (configuration not stated)	u	-4%	-13%	-5%
38	COc1ccc(N2CC(NC(=O)C(=O)c3c(C)[nH]c4ccccc34)CC2=O)cc1 (configuration not stated)	-0.4%	-8%	22%[10.9 µM]	7%
39	CCn1ncc(Br)c1C(=O)NC(C)c1ccccc1 (configuration not stated)	x	12%	x	6%
40	COC(=O)NCC(c1cccnc1)N1CCN(c2ccc(F)cc2)CC1 (configuration not stated)	-2.8%	u	-13%[10.9 µM]	u
41	N#CC1=C(N)Oc2n[nH]c(-c3ccccc3)c2C1c1cccnc1 (configuration not stated)	5.6%	-11%	-2%	6%
42	COc1ccc(C2c3c(oc4ccccc4c3=O)C(=O)N2Cc2ccc3c(c2)OCO3)cc1 (configuration not stated)	3.4%	7%	13%[10.9 µM]	6%
43	Cc1csc(NC(=O)CSc2nc(C)nc3c2c(=O)n(C)c(=O)n3C)n1	-0.6%	17%	-13%	-10%
44	CC1CCCC(C)N1C(=O)CSc1nnc(C2CCCCC2)o1 (configuration not stated)	-0.8%	6%	-15%	-8%
45	Cc1ccccc1Cn1c(CN2CCCC(C)C2)nc2c1c(=O)n(C)c(=O)n2C (configuration not stated)	-0.5%	16%	-5%[10.9 µM]	0%
46	CC1=C/C(=C\c2ccc3c(c2)OCO3)C(=O)S1	u	133%[activator]	-22%	6%
47	O=C1CSC(c2ccccc2F)N1c1cc(Cl)ccc1O (configuration not stated)	2.9%	-5%	-2%	11%
48	COc1cccc(CNC(=O)C2CCN(S(=O)(=O)c3cn(C)cn3)CC2)c1	-0.1%	4%	-3%[10.9 µM]	-3%
49	COc1ccc(CN2CCCN(CC(=O)Nc3cc(C)ccc3C)S2(=O)=O)cc1	u	7%	-5%[10.9 µM]	-5%
50	Cc1ccc(NC(=O)CSc2nc3ccc(NC(=O)CCc4ccccc4)cc3s2)c(C)c1	-1.2%	4%	-19%[10.9 µM]	-9%
51	CCOC(=O)N1CCN(C(=O)c2ccc3c(c2)N(CC)CCS3)CC1	-3.8%	-5%	-7%	1%
52	C=CCn1c(SCC(=O)Nc2sc(C)c(C)c2C(=O)OCC)nnc1-c1sc(N)nc1C	u	50%[activator]	-14%	23%
53	COC(=O)[C@@H]1C[C@@]2(O)[C@H](O)[C@H](O)[C@H](O)C[C@H]2N1Cc1ccc(C(C)(C)C)cc1	x	-4%	-5%	2%
54	CCOc1ccc(Nc2nc3c(S(=O)(=O)c4cccc(Cl)c4)nnn3c3ccsc23)cc1	-0.7%	u	-13%[10.9 µM]	u
55	CSc1nnc(-c2cnccn2)n1Cc1ccccc1	1.0%	-1%	0%	-7%
56	COc1ccc2c(c1)C1(Nc3ccccc3-c3nc4ccccc4n31)C(=O)N2C (configuration not stated)	0.3%	-2%	-8%	7%
57	CCCCOc1ccc(N(CC(=O)NCC2CCCO2)C(=O)CCC(=O)Nc2cc(C)ccn2)cc1 (configuration not stated)	x	-3%	x	-27%
58	COc1ccc(NC(=O)CSc2nnc(-c3ccco3)n2C)cc1	0.0%	-13%	x	-4%
59	CN(N=O)c1ccc(/C=C\c2ccnc3ccccc23)cc1	0.8%[11.4 µM]	-2%[9.22 µM]	-12%[10.9 µM]	-5%[9.22 µM]
60	Cc1cc(F)ccc1S(=O)(=O)Nc1ccccc1C(=O)Nc1ccc2[nH]c(=O)[nH]c2c1	u	-1%	-11%	2%

Rewritten with one line to a screen: part of the list above
26: CCOc1ccccc1Nc1nc(-c2cccc(Cl)c2)c2c(n1)-c1ccccc1OC2
54: CCOc1ccc(Nc2nc3c(S(=O)(=O)c4cccc(Cl)c4)nnn3c3ccsc23)cc1

screen / no.	26	54
IkB sig inh	u	-0.7%
p53ts 39C tox	13µM*	u
Imprint erasure	-13%[10.9 µM]	-13%[10.9 µM]
p53ts 32C tox	u	u

Remaining list, next part:
#	SMILES	IkB sig inh	p53ts 39C tox	Imprint erasure	p53ts 32C tox
61	O=c1cc2c(n[nH]1)CCCC2	-1.8%	1%	-1%	-1%
62	CCC1=C2CC[C@H]3C(=O)N(C)C(=O)[C@H]3[C@H]2[C@@]2(C)C(=O)N(CC(=O)OC)C(=O)N2C1=O	x	12%	-6%	17%
63	CC(=O)NC1=NN(C(C)=O)C(C)(CS(=O)(=O)c2ccc(Cl)cc2)S1 (configuration not stated)	x	0%	x	-1%
64	Cc1cc(C)n(C(C)CC(=O)Nc2cccc(C#N)c2)n1 (configuration not stated)	0.5%	-13%	-6%[10.9 µM]	0%
65	CC(=O)c1cc(-c2ccc(F)cc2)n(CC(=O)NC2CCCCCC2)c1C	-1.4%	9%	-11%[10.9 µM]	2%
66	C=C(C)c1cccc(C(C)(C)NC(=O)N2CCN(c3ccccn3)CC2)c1	u	4%	-7%	11%
67	O=C(CCc1ccccc1)Nc1ccccc1C(=O)NCc1ccco1	x	11%	x	-15%
68	CCNC(=O)CSc1nc2ccccc2c(=O)n1CCCOC(C)C	0.5%	-1%	-13%	7%
69	COc1ccc(C2=C(N)c3ccccc3C2=O)cc1	0.0%	u	-60%[inhibitor]	u
70	COc1cccc(NC(=O)Cn2c(=O)n(Cc3ccccc3)c(=O)c3c2c2cc(C)ccc2n3C)c1	u	-19%	13%[10.9 µM]	3%
71	CC1CCCCN1C(=O)Nc1cccc(Cl)c1 (configuration not stated)	-1.5%	-22%	-6%	-7%
72	CCOc1ccc(C2NC(=O)c3ccccc3O2)cc1 (configuration not stated)	6.2%	-5%	1%	0%
73	CN(C)c1cccc(OC2C=CC(C#Cc3ccccc3)OC2CO)c1 (configuration not stated)	x	-6%[9.22 µM]	x	6%[9.22 µM]
74	CCOC(=O)c1c(NC(=O)c2nc(SCC)ncc2Cl)sc(C(C)=O)c1C	-1.2%	14%	6%[10.9 µM]	11%
75	O=C(c1noc2c1CCCC2)N1CCN(c2ccc(F)cc2)CC1	0.3%	-9%	-12%	-5%
76	O=C(Nn1c(C2CCC2)nc2ccccc2c1=O)C1CCC1	-1.6%	-10%	-1%	-2%
77	C=CCNC(=O)c1ccc(OC)cc1OC	-2.4%	-5%	-11%	-2%
78	O=P1(c2ccccc2)C=Cn2c1cc1c2CCCC1 (configuration not stated)	1.8%	0%	-6%	5%
79	COc1cc(C2CC(=O)Oc3c2c(=O)n(C)c2ccccc32)ccc1O (configuration not stated)	u	-13%	11%[10.9 µM]	-1%
80	Cc1cc(NC(=O)Cn2nnc3sc4c(c3c2=O)CCC(C(C)(C)C)C4)no1 (configuration not stated)	u	-11%	-11%	26%
81	Cc1ccc(-n2c(SCC(N)=O)nnc2-c2ccccn2)cc1	0.8%	0%	-7%	7%
82	Cc1c(C(=O)OCc2ccccc2)[nH]c2c1C(=O)CC(c1ccc(C(C)(C)C)cc1)C2 (configuration not stated)	4.0%	-25%	-2%[10.9 µM]	7%

Source: PubChem
